UHRF1 binding: human UHRF1 methylated DNA binding inhibitors; 370,000 tested, 0.75% active; Q96T88; UHRF1 binding to methylated oligo, TR-FRET; inhibition, % at 4.4 µM; AID 687016; in the data active = inhibition above about 21%;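 note: UHRF1 SRA domain binding a hemimethylated CpG hairpin DNA probe; 0% = median of test compound wells and 100% = reference inhibitor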
LEDGF integ inh: blocks HIV-1 LEDGF/p75-dependent DNA integration | TR-FRET IN-LEDGF/p75 DNA integration, Eu/Cy5 | 370,000 tested, 0.64% active | inhibition, % at 3.7 µM;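 active = inhibition above the screen-wide mean plus 3 SD, cut at about 13% in these data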;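 note: signal is the Cy5 over europium emission ratio at 671 and 618 nm; 0% = plate median of compound wells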
DDE Tn7 FP inh: DD(E)-Tn7 binding inhibition, primary FP screen; FP displacement of FITC-Tn7 peptide from fibrin DD(E); 0% = median of compound wells per plate; inhibition, % at 8.3 µM; 370,000 tested, 0.13% active; AID 720508;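 active = inhibition above the mean of compounds falling within the control limits plus 3 SD of them, cut at about 14% in these data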;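 note: 0% = plate median of compound wells and 100% = 10 µM Aha-Tn7 peptide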
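Test system: human clot-derived fibrin DD(E) complex / Quantity: 2 µM final DD(E) protein / Incubation: 10 min plus 3 h, room temperature / Measured by: fluorescence polarization / Benchmarks: high control of 10 µM Aha-Tn7 peptide / Replicates: singlicate testing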
proKLK7 act: activates the human kallikrein-7 zymogen. purified proKLK7, EDANS-DABCYL substrate fluorescence; 100% is mature enzyme control, 0% vehicle. activation, % at 7 µM. 370,000 tested, 0.9% active. AID 652039;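 active = activation above the mean of all tested compounds plus 3 SD, computed per campaign excluding outliers beyond control limits, cut at about 13% in these data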
Target sequence (P49862 whole entry, looked up): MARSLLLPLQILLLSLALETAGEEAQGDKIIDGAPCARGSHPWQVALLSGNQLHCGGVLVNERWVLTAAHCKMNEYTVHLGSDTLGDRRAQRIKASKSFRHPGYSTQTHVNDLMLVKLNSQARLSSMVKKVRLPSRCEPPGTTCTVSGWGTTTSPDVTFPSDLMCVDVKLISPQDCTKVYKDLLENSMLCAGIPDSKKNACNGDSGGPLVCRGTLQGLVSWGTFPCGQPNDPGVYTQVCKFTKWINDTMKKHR
PRMT1 inh: blocks human protein arginine methyltransferase 1; recombinant PRMT1, activity-based probe fluorescence polarization; Q99873; AID 652257; 370,000 tested, 1.3% active; inhibition, % at 2.79 µM;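 active = inhibition above about 21% made by adding two undisclosed values, limit read from the data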
Target sequence (Q99873 whole entry, looked up): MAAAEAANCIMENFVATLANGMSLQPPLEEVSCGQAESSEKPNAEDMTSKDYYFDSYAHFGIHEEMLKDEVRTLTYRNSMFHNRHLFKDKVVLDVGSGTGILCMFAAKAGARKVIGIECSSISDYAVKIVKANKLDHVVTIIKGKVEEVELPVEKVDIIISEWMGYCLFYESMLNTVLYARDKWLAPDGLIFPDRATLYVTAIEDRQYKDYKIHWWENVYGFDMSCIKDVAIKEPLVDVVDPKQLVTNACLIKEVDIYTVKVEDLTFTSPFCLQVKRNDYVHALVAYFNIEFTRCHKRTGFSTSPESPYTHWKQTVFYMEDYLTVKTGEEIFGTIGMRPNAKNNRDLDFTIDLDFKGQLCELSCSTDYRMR
DDE Tn6 FP inh: disrupts Tn6 cyclic peptide binding to fibrin D-Dimer-E complex. Fibrin DD(E) TRITC-Tn6 fluorescence polarization displacement. inhibition, % at 8.3 µM. 370,000 tested, 0.21% active. AID 720509;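 active = inhibition above a per-campaign cutoff: mean of compounds within control limits plus 3 SD, cut at about 15% in these data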;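 note: 0% = median of all compound wells on the plate and 100% = blocking peptide control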
MBD2 DNA inh: inhibitors of human MBD2 binding to methylated oligonucleotide; Q9UBB5; TR-FRET; inhibition, % at 4.4 µM; 370,000 tested, 0.31% active; AID 686964; in the data active = inhibition above about 13%
SIAE primary: inhibitors of human sialic acid acetylesterase SIAE; inhibition, % at 9.66 µM; 370,000 tested, 0.69% active; SIAE FP-Rh probe binding, fluorescence polarization; Q9HAT2;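 active = inhibition above a cutoff: mean of compounds within the control limits plus 3 SD of those, cut at about 17% in these data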;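 note: 0% = plate median of compound wells and 100% = probe without SIAE protein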
TDP2 inh: blocks human TDP2 phosphodiesterase activity; O95551; recombinant TDP2, T5PNP hydrolysis, p-nitrophenol absorbance 415 nm; inhibition, % at 12.8 µM; 370,000 tested, 0.34% active; AID 720702;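 active = inhibition above the mean of all tested compounds plus 3 SD, set per campaign, cut at about 25% in these data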;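 note: 0% = DMSO with enzyme and 100% = buffer with substrate but no TDP2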
Target sequence (O95551 whole entry, looked up): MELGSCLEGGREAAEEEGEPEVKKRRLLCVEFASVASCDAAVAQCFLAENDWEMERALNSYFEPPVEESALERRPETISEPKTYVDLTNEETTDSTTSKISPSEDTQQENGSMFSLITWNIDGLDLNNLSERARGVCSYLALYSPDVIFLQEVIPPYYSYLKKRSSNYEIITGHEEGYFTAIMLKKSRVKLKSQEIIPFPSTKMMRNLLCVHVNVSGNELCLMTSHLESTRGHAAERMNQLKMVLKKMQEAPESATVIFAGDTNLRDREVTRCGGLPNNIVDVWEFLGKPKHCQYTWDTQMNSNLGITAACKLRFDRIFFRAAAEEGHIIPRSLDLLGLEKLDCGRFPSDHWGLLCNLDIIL
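System – recombinant human TDP2 · Amount – 120 nM TDP2 per well · Buffer or medium – Mg2+-containing Tris-HCl buffer, pH 7.5 · Reagent – T5PNP substrate, 5 mM · Dosing – 12.8 µM single point, 1% DMSO · Incubation – 2 h at 37 °C · Measured by – epi absorbance · Read-out basis – percent inhibition · Benchmarks – high control without enzyme, low control DMSO plus TDP2 · Repeats – singlicate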
TCR-CD3 inh: human TCR-CD3 binding inhibition; inhibition, % at 9.4 µM; 360,000 tested, 0.37% active; TAMRA-labeled TCR probe fluorescence, biochemical; AID 651800; in the data active = inhibition above about 19%;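 note: recombinant mutant TCR 2C K166C tagged with TAMRA read by polarization; 0% = receptor in buffer alone and 100% = receptor with positive control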
* = called active by the depositor; x = no result given. No enrichment for hits. About 4.6% of those tested had a hit in this group.

SMILES	UHRF1 binding	LEDGF integ inh	DDE Tn7 FP inh	proKLK7 act	PRMT1 inh	DDE Tn6 FP inh	MBD2 DNA inh	SIAE primary	TDP2 inh	TCR-CD3 inh
CCCC[C@H]1C2CC(OC(=O)Nc3ccc4c(c3)OCO4)C(C2)[C@H]2CCCCN21 (some centres not stated)	-2	3	0	-0.4	2	-4	3	8	6	x
N#C[C@@H]1N(Cc2ccccc2)C(=O)[C@H]2CC3C=CC21O3 (some centres not stated)	1	-1	1	1.0	3	8	2	6	13	4
COc1cc(/C=C/C(=O)c2ccc(NS(=O)(=O)c3ccc(C)cc3)cc2)ccc1OC(F)F	1	-3	5	-0.2	-1	-6	5	-26	-2	0
COc1ccc(CCNC(=O)CC2C(=O)NCCN2CC(C)(C)C)cc1 (configuration not stated)	-1	-1	3	-0.2	-1	3	0	4	7	5
Cc1cc(N)c(C)c([N+](=O)[O-])c1C	17	-2	4	0.0	0	-2	1	7	-9	4
COc1ccc(C(=O)Nc2ccc3c(c2)OCCO3)c(OC)c1	-3	-3	5	0.3	1	4	0	6	2	-5
COc1ccc(N(C)C(=O)Cn2c(=O)oc3ccccc32)c(OC)c1	-1	2	2	0.4	2	3	-5	1	-14	-3
Cc1cccnc1NC(=O)Nc1ccccc1	18	-4	12	-0.3	-3	5	-2	-1	8	6
Cn1c(SCC(=O)N/N=C/c2ccc([N+](=O)[O-])s2)nnc1-c1ccccc1	-2	5	-6	0.1	0	-2	-2	9	-3	1
CCOc1ccccc1N1CCN(CC(=O)Nc2cc(C)on2)CC1	5	-4	7	-0.4	4	4	2	5	7	-7
COc1ccc(C(=O)NC2CCCc3ccccc32)cc1OC1CCN(C(C)=O)CC1 (configuration not stated)	-3	2	-2	0.2	0	-3	3	2	-5	5
COC(=O)CC1NCCNC1=O (configuration not stated)	0	-3	-4	-0.2	-1	-5	0	-9	4	7
Cc1ccccc1CN1C(=O)C(C)Sc2ccc(-c3ccco3)cc21 (configuration not stated)	0	6	-4	-0.4	16	-6	-1	-17	8	2
CCOC(=O)c1sc2nc3c(SCCC#N)cc(C(=O)c4cc(F)ccc4O)cn3c(=O)c2c1C	-3	0	6	-0.9	0	2	1	-10	3	-2
O=C(NC1CCCCC1)N(c1ccccc1)c1nnc(-c2cccc([N+](=O)[O-])c2)s1	1	-1	-5	-0.4	2	-6	5	-3	-1	-1
CCCn1nc2cc(C(=O)NC3CCCc4ccccc43)ccc2c1OCC (configuration not stated)	0	0	-3	-25	-3	4	-1	5	-11	1
CC(C)NC(=O)C1CCN(C2CCN(Cc3nc4ccccc4s3)CC2)CC1	-1	-2	7	0.4	-1	4	-4	2	-4	0
Cc1ccccc1NC1=NCC(c2ccc([N+](=O)[O-])cc2)S1 (configuration not stated)	19	2	-1	-0.2	5	3	0	8	10	-4
Cc1nnc(SCC(C)C)[nH]c1=O	22*	2	-1	-0.6	0	2	-5	0	7	8
CCOC(=O)C1Nc2ccc(Br)cc2C2C=CCC12 (configuration not stated)	0	-2	4	-1.4	30*	-3	1	20*	-6	-4

Look-ups from the results shown:
MBD2 DNA inh, CCOC(=O)C1Nc2ccc(Br)cc2C2C=CCC12 (configuration not stated) stands at 1
UHRF1 binding, Cc1ccccc1CN1C(=O)C(C)Sc2ccc(-c3ccco3)cc21 (configuration not stated) stands at 0
LEDGF integ inh, COC(=O)CC1NCCNC1=O (configuration not stated) stands at -3
TDP2 inh, CC(C)NC(=O)C1CCN(C2CCN(Cc3nc4ccccc4s3)CC2)CC1 stands at -4

Following part
SMILES	UHRF1 binding	LEDGF integ inh	DDE Tn7 FP inh	proKLK7 act	PRMT1 inh	DDE Tn6 FP inh	MBD2 DNA inh	SIAE primary	TDP2 inh	TCR-CD3 inh
CCc1cccc(C)c1NC(=O)CSc1nnc(C)o1	-1	1	-2	0.4	2	1	2	-5	15	1
O=C(CSc1nnc(CNC(=O)c2ccccc2F)o1)NCc1ccco1	1	-2	-5	0.0	1	1	-1	-3	10	3
COc1ccc(NC(=O)C(NCC(C)C)c2ccccc2)cc1Cl (configuration not stated)	11	3	4	0.1	-3	-2	7	10	-6	8
CCCn1nnc(NC(=O)c2cc(Br)cc(Br)c2OC)n1	-3	1	-1	-0.7	0	0	-1	3	1	-2
O=S(=O)(c1ccc(F)cc1)c1snnc1-c1ccccc1	-1	2	7	0.0	-1	3	0	-2	-1	4
O=C(NCC1CCCCC1)c1cccc(Br)c1	0	-2	1	-0.5	5	2	2	10	6	-4
C[C@@H]1CN([C@@H](C)CO)C(=O)c2cc(NC(=O)CCC(F)(F)F)ccc2O[C@H]1CN(C)S(=O)(=O)c1ccc(Cl)cc1	0	1	0	0.7	-3	2	7	-5	3	5
CCCC(=O)Nc1ccc(Cl)c(NC(=O)c2ccc(Br)o2)c1	-2	3	0	0.3	-3	-5	-6	-1	-4	1
COc1c(C(=O)Nc2nccs2)ccc2ccccc12	-5	8	-2	0.2	-4	-2	0	-2	-10	-4
O=C(NCCc1ccc(C(F)(F)F)cc1)C1CC(=O)N(c2ccc3c(c2)OCCO3)C1 (configuration not stated)	0	0	-3	0.9	-2	-2	-1	-4	-11	0
COc1ccc(S(=O)(=O)N2CCCCC2)cc1NC(=O)[C@@H]1CCCN1C(=O)c1cccs1	0	4	-4	0.4	-8	-2	-6	-2	1	-8
O=C(CNc1ccccc1)Nc1ccc(F)cc1	-5	1	-1	0.3	0	-4	-2	8	1	3
COc1ccc(OC)c(NC(=O)CSC2=NN3CCCC(=O)N=C3S2)c1	0	-1	-3	-0.1	0	-3	1	-5	15	11
NC(=O)c1ncn([C@@H]2O[C@H](C(=O)N[C@H](Cc3ccccc3)C(=O)N3CCN(c4ccc(Cl)cn4)CC3)[C@@H](O)[C@H]2O)n1	-3	3	0	1.3	11	-1	3	2	4	-3
O=C1O/C(=C\C(=O)N2CCOCC2)c2ccccc21	1	-1	-5	0.2	1	-1	-3	-1	-6	3
NC(=S)NN=C1CCCCCCCC1	-3	-3	6	-0.4	8	-9	10	-6	0	-5
O=CN1CCN(C(=O)c2ccccc2Cl)CC1	1	2	2	-0.7	1	1	3	1	8	1
COc1cccc(/C=N/NC(=O)C(C)Cn2cnc3ccccc32)c1 (configuration not stated)	4	0	8	0.1	8	2	9	5	-9	-4
CC(C)CCC(C(=O)NC(C)c1ccccc1)C(=O)NC(C)c1ccccc1 (configuration not stated)	0	-1	2	-0.1	12	3	3	4	-4	-3
Cc1ccccc1NCC(=O)N=Nc1c(O)[nH]c2ccc([N+](=O)[O-])cc12	-1	-4	-5	-0.8	-1	6	-2	6	5	0
O=C(Cc1cccs1)Nc1cccc(-c2ccc3nncn3n2)c1	-3	-1	-9	-0.3	7	-6	5	-3	-5	-2
O=C(Nc1ccc(Cl)c(S(=O)(=O)N2CCOCC2)c1)C1=NN(c2ccccc2)C(=O)CC1	-2	-5	2	-0.5	-5	5	-2	1	-4	2
O=C(c1ccc(Cl)cc1Cl)N1CCN(c2ccccn2)CC1	19	1	6	-0.3	1	7	-4	-5	-14	3
CN(CCc1ccccc1)C1CCCN(S(=O)(=O)N(C)C)C1 (configuration not stated)	6	-8	-1	-0.3	3	8	3	-7	1	-4
CCOC(=O)NNC(=O)c1[nH]c2ccc(Br)cc2c1-c1ccccc1	-3	3	-1	0.3	-4	-3	0	-6	6	8
C/C(=N\NC(=O)C(O)c1ccccc1)c1ccc(Cl)cc1 (configuration not stated)	-1	0	-8	0.1	0	2	0	2	11	4
O=C(/C=C/c1ccc(Cl)cc1Cl)N1CCc2ccccc21	0	0	-3	-0.2	-2	1	0	7	-4	-4
Cc1ccccc1C(=O)NC(=S)Nc1cccc(NC(=O)C(C)C)c1	-1	2	3	-0.7	-2	-4	3	4	11	-4
C=CCC1(/C=N/O)CCOC(C)(C)C1 (configuration not stated)	0	-3	2	-0.1	-1	2	1	-1	12	-5
CCCCN1CC(COc2ccc(OC)cc2)OCCS1(=O)=O (configuration not stated)	0	5	-2	-0.1	-4	6	-1	-1	0	8
CC(Cc1cccs1)NC(=S)Nc1ccc(F)cc1 (configuration not stated)	1	0	2	-0.5	-3	1	-3	2	-6	7
Cn1ccnc1SCC(=O)c1ccc2ccccc2c1	-1	1	-2	-0.4	3	-1	-2	-2	-6	-4
Cc1ccc(NC2=CC(=O)C(=O)c3ccccc32)cc1	-7	23*	-4	0.0	1	-12	-10	9	70*	3
C/C(=N\OCc1ccc(C#N)cc1)c1ccc(S(=O)(=O)N(C)C)cc1	0	-4	0	0.2	2	-7	-2	-1	1	-4
O=C(Nc1ccccc1F)Nc1ccccc1N1CCCCC1	-3	-4	-1	-0.2	0	10	-7	-1	-8	5
CCSCc1nnc(SCC(=O)Nc2nccs2)n1CC	1	-3	4	-0.1	1	6	1	4	5	7
Cc1ccsc1C(=O)Nc1ccccc1N1CCOCC1	2	-1	3	0.1	2	10	-2	-2	-4	2
O=C(c1csc2c1CCCC2)N1CCN(c2ccccc2)CC1	0	2	-3	0.0	1	2	-1	-1	-6	2
O=C(NCC1CCCCC1)c1ccc(Br)o1	1	-2	0	-0.3	5	6	-2	-7	-7	0
CC1(C)C(CSc2nc3ccccc3[nH]2)C1(Cl)Cl (configuration not stated)	0	0	-7	-0.1	0	-6	1	-1	8	7
CN(C)/N=C/c1ccc(Sc2ccc([N+](=O)[O-])cc2[N+](=O)[O-])o1	-2	2	0	0.1	-1	-2	-1	4	1	18
C#CCN(C[C@H]1[C@H](OC(=O)NC2CCCC2)[C@H](OC(=O)NC2CCCC2)C[C@@H](C(=O)OC)[C@H]1C(=O)OC)S(=O)(=O)c1ccc(C)cc1	0	-2	-5	0.7	1	1	1	-2	11	-3
O=C(/C=C/c1cccc([N+](=O)[O-])c1)NCCSCc1ccc(Cl)cc1Cl	3	-1	-2	-0.1	0	2	-1	-13	11	-1
COc1cccc(NC(=O)CSc2nnc(Cc3cccs3)n2-c2ccc(C)cc2)c1	-2	1	-4	0.7	-1	-3	4	-2	-2	2
CCCCn1c(SCC(=O)N(C)C)nnc1-c1ccncc1	4	-1	6	-0.1	2	8	2	-5	7	-7

3 entries already listed, arranged by their value in TCR-CD3 inh, falling.
mol | UHRF1 binding | LEDGF integ inh | DDE Tn7 FP inh | proKLK7 act | PRMT1 inh | DDE Tn6 FP inh | MBD2 DNA inh | SIAE primary | TDP2 inh | TCR-CD3 inh
CN(C)/N=C/c1ccc(Sc2ccc([N+](=O)[O-])cc2[N+](=O)[O-])o1 | -2 | 2 | 0 | 0.1 | -1 | -2 | -1 | 4 | 1 | 18
COc1cccc(NC(=O)CSc2nnc(Cc3cccs3)n2-c2ccc(C)cc2)c1 | -2 | 1 | -4 | 0.7 | -1 | -3 | 4 | -2 | -2 | 2
O=C(/C=C/c1cccc([N+](=O)[O-])c1)NCCSCc1ccc(Cl)cc1Cl | 3 | -1 | -2 | -0.1 | 0 | 2 | -1 | -13 | 11 | -1
